# TIM10 inh – inhibits growth of TIM10 yeast strain. S. cerevisiae TIM10 strain growth, BacTiter-Glo luminescence, 24 h. inhibition, % at 10 µM. 330,000 tested, 1.4% active. AID 463195;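 active = inhibition of 40% or more at the single tested concentration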;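 also: wild-type TIM10 isogenic control strain grown at permissive 25 °C; 0% = DMSO yeast wells and 100% = minimal medium wells without yeast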
# NLRP3 yeast inh – NALP3 inhibition in yeast | inhibition, % at 10 µM | AID 2825 | 330,000 tested, 0.39% active | Yeast reconstituted NLRP3/ASC/caspase-1, beta-gal luminescence, 24 h;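 active = inhibition of 50% or more; inactive = inhibition below 50%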;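 also: plate controls were induced DMSO wells for no effect and uninduced yeast grown without galactose for full effect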
# tim10-1 inh – growth inhibitors of tim10-1 mutant yeast. inhibition, % at 20 µM. S. cerevisiae tim10-1 ts strain growth, BacTiter-Glo, 24 h. 330,000 tested, 2.2% active;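 active = inhibition of at least 40%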;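 also: mutant grown at 25 °C; 0% = DMSO wells with yeast and 100% = wells holding no yeast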
# MPTP inh – permeability transition pore inhibition; isolated mouse mitochondria, Ca2+ swelling absorbance, 30 min; inhibition, % at 10 µM; 360,000 tested, 1.4% active; AID 602449;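 active = inhibition of 50% or more, scaled per plate between neutral and stimulator controls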;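 also: 0% = DMSO wells given calcium and 100% = 1 mM EGTA wells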
# APJ antagonist – APJ receptor antagonism; CHO-K1 APJ beta-arrestin complementation, luminescence; P35414; 330,000 tested, 0.32% active; inhibition, % at 20 µM;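 active = inhibition above about 40% at 20 µM, limit read from the data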;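 also: cells challenged with 10 nM apelin-13 agonist together with compound; plate controls were apelin-13 plus DMSO wells for no effect and DMSO wells lacking apelin-13 for full effect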
# Target sequence (P35414 whole entry, looked up): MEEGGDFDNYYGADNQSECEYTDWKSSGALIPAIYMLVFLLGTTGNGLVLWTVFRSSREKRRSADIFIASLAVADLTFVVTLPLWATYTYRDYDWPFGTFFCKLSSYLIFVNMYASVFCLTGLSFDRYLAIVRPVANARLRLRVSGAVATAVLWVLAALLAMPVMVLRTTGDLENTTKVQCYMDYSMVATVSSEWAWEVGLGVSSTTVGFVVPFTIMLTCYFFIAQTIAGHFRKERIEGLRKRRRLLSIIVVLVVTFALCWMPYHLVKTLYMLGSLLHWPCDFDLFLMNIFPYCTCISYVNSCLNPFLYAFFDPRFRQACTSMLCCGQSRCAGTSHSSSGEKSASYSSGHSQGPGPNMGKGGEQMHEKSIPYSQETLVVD
# tim23-1 inh – tim23-1 yeast growth inhibition; inhibition, % at 20 µM; AID 463212; 330,000 tested, 1.3% active; S. cerevisiae tim23-1 growth, BacTiter-Glo luminescence, 24 h;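 active = growth inhibition of the mutant yeast at or above 50%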;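 also: temperature-sensitive mutant grown at 25 °C; plate controls were DMSO-treated mutant yeast for no effect and medium wells lacking yeast for full effect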
# beta cell repl – MIN6 beta-cell proliferation induction | MIN6 cells proliferation, ATPlite luminescence, 48 h; cells starved in 0.2% serum; 100% = growth in 10% serum | proliferation, % at 10 µM | 330,000 tested, 0.29% active;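 active = compounds whose signal lies at least 3.5 SD above the mean of all wells on their plate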;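 also: 0% = DMSO-treated cells in low-serum medium and 100% = 10% serum control; some compounds called inactive have numbers as strong as hits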
# GRIN3A LBD mod – modulates the human NR3A ligand-binding domain. Tm shift relative to glycine control, % at 25 µM. 340,000 tested, 2.5% active. NR3A LBD differential scanning fluorimetry, Tm shift; 0% = protein alone, 100% = glycine-bound protein;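 active = melting temperature shift of at least 10% of the positive control shift, at one fixed dose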
# APJ agonist – activates the human apelin receptor APJ; P35414; CHO-K1 APJ PathHunter beta-arrestin, luminescence; 0% DMSO wells, 100% apelin; activation, % at 20 µM; 330,000 tested, 0.11% active; AID 2520;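 active = activation more than six SD over the plate average, tested at 20 µM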;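 also: 0% = DMSO alone and 100% = apelin-13 at 10 nM; some results filed as inactive read as strong as hits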
#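 Incubation: overnight seeding, 90 min compound at 25 °C, 1 h detection; test system: PathHunter CHO-K1 APJ (AGTRL-1) beta-arrestin reporter cells; amount: 1000 cells/well; doses: one dose, 20 µM compound, 1% DMSO; measured by: beta-gal luminescence; measure: agonist-driven arrestin binding to APJ; benchmarks: negative DMSO alone, positive Apelin-13 at 10 nM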
# An asterisk follows results filed as active; x = not tested or not shown.
structure,TIM10 inh,NLRP3 yeast inh,tim10-1 inh,MPTP inh,APJ antagonist,tim23-1 inh,beta cell repl,GRIN3A LBD mod,APJ agonist
CCN(CC(=O)NC1CCS(=O)(=O)C1)S(=O)(=O)c1cc([N+](=O)[O-])ccc1C (stereo not drawn),3,10,4,-1.2,8,15,-6,3,11
Cc1ccc2[nH]c(=O)c(CN(Cc3cccnc3)C(=O)c3ccncc3)cc2c1,-1,5,8,-0.7,6,9,0,-1,-4
CC(=O)Nc1ccccc1NC(=O)C/C(C)=N/NC(=O)C(=O)Nc1cccc(Cl)c1C,8,16,10,-1.5,3,2,-2,0,-2
CN1CCC(=O)N([C@H](CN=[N+]=[N-])Cc2ccccc2)CC1,-6,17,-11,0.2,25,-5,-2,-2,0
CC(C)CNS(=O)(=O)c1ccc(OCC(=O)NCC2CCCO2)c(Cl)c1 (stereo not drawn),-1,7,17,-0.3,7,14,2,0,-4
CCOC(=O)c1nnc2cc(-c3ccc(Br)cc3)nn2c1C,-18,3,-16,1.5,19,-29,0,4,-1
CCCCC(=O)Nc1ccc(NC(=O)c2ccccc2OC)cn1,10,23,16,-1.1,0,25,0,0,-3
CNC(=O)c1sccc1SCc1c(Cl)cccc1Cl,9,38,15,-0.1,6,13,1,-4,-3
O=C(Nc1ccccc1)OCCCc1ccccc1,5,38,29,0.4,-14,24,-1,-2,-3
CC1CCc2c(C(=O)NCC3CCCO3)csc2C1 (stereo not drawn),-1,26,2,1.0,12,22,-1,1,-3
CCc1ccc2c(c1)C1(SC(NC(C)=O)=NN1C(C)=O)C(=O)N2CC (stereo not drawn),-6,-14,12,1.2,-14,11,0,-1,-2
CCCCc1nc2ccccc2c(NC(=O)CN2CCCC2)c1CCC,14,7,17,-0.7,-5,14,-3,1,-6
Cc1cc(NC(=O)CSc2nnc(-c3cccc(Cl)c3)o2)no1,7,29,-4,-0.3,5,0,-2,0,3
CC(=O)Nc1cccc(-n2nnc(SCC(=O)N(C)c3ccccc3)n2)c1,16,3,5,2.2,-5,7,-1,1,0
CCOC(=O)CC1COc2ccccc2N1C(=O)c1ccc(C)cc1 (stereo not drawn),12,-1,18,1.2,1,37,2,-2,-2
CCN1C(=O)[C@@H]2[C@@H](c3ccc(-c4ccc(OC)cc4)c(OC)c3)N3CCC[C@@]3(C(=O)OC)[C@@H]2C1=O,10,-2,11,-1.4,9,18,-4,-1,-3

# Quoted at random: two entries already listed, in no set order.
structure,TIM10 inh,NLRP3 yeast inh,tim10-1 inh,MPTP inh,APJ antagonist,tim23-1 inh,beta cell repl,GRIN3A LBD mod,APJ agonist
Cc1cc(NC(=O)CSc2nnc(-c3cccc(Cl)c3)o2)no1,7,29,-4,-0.3,5,0,-2,0,3
O=C(Nc1ccccc1)OCCCc1ccccc1,5,38,29,0.4,-14,24,-1,-2,-3

# Continued.
structure,TIM10 inh,NLRP3 yeast inh,tim10-1 inh,MPTP inh,APJ antagonist,tim23-1 inh,beta cell repl,GRIN3A LBD mod,APJ agonist
NC(=O)c1ccc(SCC(=O)OCC(=O)NCC2CCCCC2)c([N+](=O)[O-])c1,2,17,8,0.0,16,0,-2,-2,6
COCCCN(C(=O)C1CCC1)c1c(N)n(Cc2ccccc2)c(=O)[nH]c1=O,8,1,-3,1.1,-13,3,5,0,-4
Cc1cccc(C(=O)Nc2cccc3c2CCCC3)c1,8,32,29,0.5,-22,28,-3,-5,-3
O=C(COc1ccc(/C=N/NS(=O)(=O)c2ccccc2)cc1)NCCc1ccccc1,8,15,12,0.1,-10,8,-5,-1,-4
Cn1c(=O)c2c(nc(NCCNC(=O)c3ccco3)n2Cc2ccccc2)n(C)c1=O,-1,9,-6,1.3,-1,-1,0,1,-1
O=c1/c(=C\c2ccc(O)cc2)sc2nc(-c3ccccc3)c(-c3ccccc3)n12,6,-42,16,27,34,-1,-8,-1,-4
CCC(=O)NNc1nc2c(F)cccc2s1,1,-1,3,-4.8,-1,5,0,-1,-2
COc1ccc(C(=O)NCc2ccco2)cc1S(=O)(=O)NC1CC1,3,-10,1,-2.0,8,-7,-4,0,-3
CCN(CC)C(=O)[C@H]1C[C@H](CC(=O)NCc2cccc(C(F)(F)F)c2)C(=O)N2CCc3c([nH]c4ccc(Cl)cc34)[C@]12C,5,x,28,-0.7,x,43,x,-2,x
CCC(c1nnnn1CC1CCCO1)N(CCCO)Cc1cc2cccc(C)c2[nH]c1=O (stereo not drawn),9,-14,12,-3.3,-17,6,5,1,-4
CCOP(=O)(OCC)C(NC(=O)Nc1cccc(Cl)c1)c1ccccc1 (stereo not drawn),-1,13,29,6.5,2,-7,-2,-4,-1
COc1ccc(NC(=O)c2[nH]c(C)c(C(C)=O)c2C)cc1,19,4,20,1.6,-9,19,-1,0,-1
NC(=NC(=O)c1ccccc1)N1CCOCC1,-3,3,-10,-1.8,10,0,-2,x,2
COc1cc(C)c(NC(=O)COc2cccc3c2OC(C)(C)C3)cc1OC,14,21,27,3.8,2,14,-3,-4,-1
CC(=O)N1CCC(=NNc2nc3ccccc3[nH]2)CC1,-11,15,11,0.7,1,11,-4,-2,0
Cc1nn(C(C)C(=O)O)c2ccccc12 (stereo not drawn),-4,0,-7,-0.8,-4,4,-1,-1,-2
COc1ccc(-c2cc(C(=O)NNC(=O)c3csc(N4CCOCC4)n3)c3ccccc3n2)cc1,-3,-1,4,1.2,15,7,-3,-2,6
Cc1cc(CN(C)C(=O)c2cc(COc3ccc(C)c(C)c3)on2)on1,10,44,13,0.2,13,20,1,4,-5
CC(NC(=O)c1ccncc1)C(c1cccs1)N1CCOCC1 (stereo not drawn),-17,14,-22,-0.4,-16,-18,0,1,-1
O=c1[nH]c(C2CCN(S(=O)(=O)c3ccccc3F)CC2)nc2c1nnn2Cc1ccc2c(c1)OCCO2,1,10,4,-0.2,4,5,-1,-8,5
CCOc1ccccc1NC1c2ccccc2C(=O)N1c1cccnc1 (stereo not drawn),3,-1,22,-1.7,7,2,0,0,-4
COC(=O)C(CC(=O)c1ccc(Br)cc1)n1cccn1 (stereo not drawn),-12,15,-10,2.6,5,0,-3,3,4
CCOc1ccc(S(=O)(=O)NC(C)C(=O)NCc2cccnc2)cc1 (stereo not drawn),-6,12,6,0.7,-3,18,0,-1,-3
COC(=O)C1(CCSC)NC(c2ccc(OC)cc2OC)C2C(=O)N(c3cccc(C(C)=O)c3)C(=O)C21 (stereo not drawn),2,20,9,0.2,-2,11,1,0,-4
N#Cc1c(C(F)(F)F)cc(=O)n2c1[nH]c1ccccc12,-3,0,5,92*,-7,12,-5,1,-3
Cc1nnc2sc(SCC(=O)Nc3cccc(Cl)c3)nn2c1=O,11,3,14,0.2,2,-7,-3,1,-1
CCn1c(C)nc([N+](=O)[O-])c1Sc1ccc(F)cc1,26,-4,26,77*,13,15,0,-1,-2
Cc1nnc(SCC(=O)Nc2ccccc2F)n1-c1ccc(F)cc1,2,12,15,0.2,13,11,1,1,-1
Cc1cc(C(=O)Nc2cccc(C(=O)O)c2)oc1C,-2,28,5,-2.6,0,2,-1,0,2
COc1cccc(C2c3[nH]c4ccccc4c3C[C@H]3C(=O)N(C4CCN(Cc5ccccc5)CC4)CC(=O)N23)c1 (stereo partly drawn),8,14,19,-0.7,8,18,-7,1,0
COc1ccc(C(C)C)cc1S(=O)(=O)NCc1ccccn1,12,13,13,0.2,2,25,3,-1,-1
CC1(c2ccccc2)CC(c2ccccc2)=Nc2ccccc2N1 (stereo not drawn),21,15,18,1.2,5,27,3,1,-4
COc1ccc(C(=O)c2cnc(C(C)C)n2C)cc1,-4,12,3,-1.4,-3,1,0,0,-3
Clc1cccc(N/N=C/c2ccncc2)c1,-3,-8,21,5.3,-29,25,0,20*,3
O=[N+]([O-])c1ccc2oc(C(O)c3cccc(Cl)c3)cc2c1 (stereo not drawn),22,11,44*,-0.1,18,47,-3,-4,0
Cc1c(NS(=O)(=O)c2ccc(C(=O)NCc3ccc(F)cc3)cc2)c(=O)n(-c2ccccc2)n1C,-8,11,-4,1.3,2,-4,-4,-2,-3
CCOc1ccc(/C=N/NC(=S)NC2CC3CCC2C3)cc1 (stereo not drawn),15,24,32,6.5,4,19,-4,-8,-5
CCOC(=O)N1CCC(NC(=O)CN2C(=O)CSc3nc(C)cc(C)c32)CC1,9,0,-11,-0.7,14,2,0,x,0
CCCCN(CC)Cc1c(O)ccc2c(-c3ccccc3)cc(=O)oc12,-10,16,-1,1.2,-6,-2,-3,0,0
O=C(NNC(=O)c1ccccc1F)C1=NN(c2ccccc2)C(=O)CC1,-2,9,4,-0.7,13,2,-1,1,-6
Cc1onc(-c2ccccc2Cl)c1C(=O)NCc1nc(-c2ccccc2)no1,0,25,37,-2.4,-23,28,-1,1,-4
CC1=CC(C)(C)NC(=S)N1c1ccc(C)cc1,24,17,13,-0.5,4,19,-1,-2,-5
COc1cccc(N(C(=O)c2ccco2)C(C(=O)NC2CCCC2)c2ccc(N3CCOCC3)cc2)c1 (stereo not drawn),-4,-6,20,0.1,5,20,-4,-2,-2
COc1ccc(CSc2nc(O)cc(=O)n2CC(C)C)cc1F,0,17,16,-1.2,-39,25,-3,-2,1
CCOc1ccc(NC(=O)COC(=O)CCN2C(=O)C3CC=CCC3C2=O)cc1OCC (stereo not drawn),-3,11,3,-0.6,-2,-4,-2,-1,-2
CCOc1ccc(C(=O)C(C)=O)c(OCC)c1,-2,12,4,-1.6,13,4,-2,0,-3
Fc1ccc(CNCc2cccc(Br)c2)cc1,10,-2,10,0.3,5,14,2,1,-1
Cc1ccc(N(C(=O)CNC(=O)c2ccco2)C(C(=O)NCC2CCCO2)c2ccccc2)cc1C (stereo not drawn),-6,-16,13,0.0,-3,11,0,1,-1
CN(C)C(=O)N1CCC(C(=O)N2CCCC(C(=O)c3ccc(C(C)(C)C)cc3)C2)CC1 (stereo not drawn),28,20,24,2.2,-19,25,-4,-2,-3
COc1ccccc1NCCC#N,1,16,12,-0.9,7,3,-2,3,0
Cc1ccc(NC(=S)N2CCC(O)CC2)c(C)c1,6,-4,12,0.0,11,1,3,1,-2
COC(=O)c1c(NC(=O)/C=C/c2ccc3c(c2)OCO3)sc(C)c1C,0,14,11,3.4,-5,14,0,0,5
CCC(C)c1ccccc1NC(=O)c1cccnc1 (stereo not drawn),-5,1,9,-1.2,2,1,0,2,-3
COc1ccc(N(CC(=O)Nc2cccc(F)c2)S(=O)(=O)c2c(C)[nH]c(=O)[nH]c2=O)cc1,6,3,-5,2.6,-17,2,3,-3,0
CCC(C)OC(=O)C[N+](C)(C)CCOC1CC2CCC1(C)C2(C)C (stereo not drawn),2,4,41*,-0.9,5,10,-6,0,-1
Cc1cccc(C)c1N1CCN(S(=O)(=O)c2ccccc2)CC1,-9,12,-7,3.7,3,-1,-3,0,-3
COC(c1ccccc1)c1nnc(CCC(=O)N(C)Cc2cccc(-n3cccn3)c2)o1 (stereo not drawn),-11,2,1,0.4,-13,-6,-2,0,2
Cc1ccc([N+](=O)[O-])c(C(=O)N/N=C/c2cccs2)c1,-15,8,-27,1.4,-5,6,-1,1,2

# Screening results (PubChem)
